Compound activity as filed in PubChem.
STAT1 blocker: STAT1 signaling inhibition; NIH 3T3 STAT1-luciferase reporter, IFN-gamma, luminescence; hit rate 0.35% among 200,000; AID 920; inhibition, % at 5.5 µM;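 active = inhibition above a set limit, the mean inhibition across all tested compounds plus 3 SD, cut at about 34% in these data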;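 note: 0% = IFN-gamma with DMSO and 100% = IFN-gamma with 300 µM nifuroxazide; values of inactives mirror those of a sister screen read the other way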
Hsp70 activator: switches on Hsp70 transcription; hit rate 0.04% among 200,000; AID 1203; HeLa Hsp70 promoter luciferase reporter, luminescence; scaled: vehicle 0, proteasome-inhibitor control 100%; activation, % at 10 µM;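 active = activation above the mean across all tested compounds plus 3 SD, cutoff set per campaign, cut at about 5.5% in these data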;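 note: 100% = MG132 at 30 µM as the positive control and 0% = DMSO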
STAT1 activator: increases IFN-gamma driven STAT1 reporter signal | NIH 3T3 STAT1-luciferase reporter, luminescence; 100% = IFN-gamma alone, no compound | activation (% of control), % at 5.5 µM | hit rate 2.6% among 200,000 | AID 932;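 active = activation above the screen-wide mean activation plus 3 SD, cut at about 130% in these data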;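 note: raw ratio to IFN-gamma control signal so 100% means no change and 0% no light; values of inactives mirror those of a sister screen read the other way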
APP 5UTR inh: APP translation inhibition; SH-SY5Y APP 5'UTR-luciferase reporter, luminescence; inhibition, % at 2 µM; hit rate 0.82% among 190,000; AID 1285;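 active = inhibition above a set limit, derived from the sample mean plus 3 SD, cut at about 45% in these data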; note: values of inactives mirror those of a sister screen read the other way
FLuc inh counter: Photinus pyralis luciferase inhibition counter-screen | ATPLite firefly luciferase biochemical luminescence, 10 min | AID 1006 | hit rate 1.5% among 200,000 | P08659 | inhibition, % at 10 µM;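 active = inhibition above about 50% when tested at 10 µM, limit read from the data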
Target sequence (P08659 whole entry, looked up): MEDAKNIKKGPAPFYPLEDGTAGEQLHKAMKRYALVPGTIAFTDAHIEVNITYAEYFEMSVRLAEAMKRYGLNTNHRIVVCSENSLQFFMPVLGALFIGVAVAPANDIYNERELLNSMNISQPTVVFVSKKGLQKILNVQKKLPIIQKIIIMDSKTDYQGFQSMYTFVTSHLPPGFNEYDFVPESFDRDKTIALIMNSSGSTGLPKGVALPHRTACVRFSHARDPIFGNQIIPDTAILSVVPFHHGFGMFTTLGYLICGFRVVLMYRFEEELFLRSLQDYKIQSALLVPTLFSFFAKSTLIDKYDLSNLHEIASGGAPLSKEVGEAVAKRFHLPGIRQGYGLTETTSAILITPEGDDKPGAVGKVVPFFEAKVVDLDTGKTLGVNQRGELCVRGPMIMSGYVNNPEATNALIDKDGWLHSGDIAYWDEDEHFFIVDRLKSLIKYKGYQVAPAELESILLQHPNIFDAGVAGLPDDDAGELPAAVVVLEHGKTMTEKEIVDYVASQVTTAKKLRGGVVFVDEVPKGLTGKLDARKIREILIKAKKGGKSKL
STAT3 activator: activators of IL-6 induced STAT3 signaling. activation (% of control), % at 5.6 µM. AID 871. hit rate 0.91% among 190,000. U3A cells, IL-6 STAT3-luciferase reporter, luminescence; 100% = signal with IL-6 EC80 alone;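 active = activation above the screen-wide mean of compound activation plus 3 SD, cut at about 130% in these data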;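 note: 0% = background luminescence of wells with medium and substrate only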
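Detection: reporter luminescence signal / Assay system: STAT1-lacking human U3A cells, STAT3 luciferase reporter / Incubation: compound pre-incubation 1 h before IL-6, then 6 h stimulation at 37 °C / Control set: IL-6-only high control / Read-out: % activation relative to IL-6 control / Probe or stimulus: Interleukin-6, 33 ng/mL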
APP 5'UTR act: activates APP 5'UTR luciferase reporter; SH-SY5Y APP 5'UTR luciferase reporter, luminescence; zero percent = DMSO vehicle wells; activation, % at 2 µM; hit rate 1% among 190,000; AID 1276;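 active = activation above a set limit, based on mean plus 3 SD of controls, cut at about 140% in these data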; note: values of inactives mirror those of a sister screen read the other way
STAT3 blocker: STAT3 signaling inhibition; U3A cells, IL-6 STAT3-luciferase reporter, luminescence; host cell line lacks STAT1; hit rate 0.89% among 190,000; inhibition, % at 5.5 µM;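 active = inhibition above the mean inhibition across all screened compounds plus 3 SD, cut at about 44% in these data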;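 note: 0% = DMSO only wells and 100% = 100 µM nifuroxazide control wells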
RAM inhibit: inhibitors of the yeast RAM network; S. cerevisiae dse1pr::URA3 reporter, 5-FOA growth OD615, 2 d; analog-sensitive cbk1-as2 kinase mutant strain; inhibition, % at 50 µM; hit rate 1.8% among 190,000;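 active = inhibition above a set limit, 3 SD over mean compound inhibition, cut at about 8.4% in these data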;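 note: 0% = DMSO-only wells with no growth and 100% = 10 µM 1-NA-PP1 full growth; inhibition rescues growth on 5-FOA so higher OD means more RAM inhibition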
NF-kB expr up: raises NF-kB expression in human neuronal cells | hit rate 1.6% among 190,000 | fold change at 12.5 µM | AID 1239 | NF-kB reporter expression; hits give high values; in the data active = fold change above about 3.3
Numbers without * were called inactive; . = not tested or not shown.

SMILES	STAT1 blocker	Hsp70 activator	STAT1 activator	APP 5UTR inh	FLuc inh counter	STAT3 activator	APP 5'UTR act	STAT3 blocker	RAM inhibit	NF-kB expr up
O=C(NCc1ccco1)c1ccc(OCC2CCCO2)cc1 (stereo not drawn)	-16	0.0	115	0	1	103	0	2	-1.2	1.3
CCOC(=O)/C(=N/Nc1ccccc1)Sc1nnnn1-c1ccc(C)cc1	0	-0.2	100	0	1	96	0	6	4.3	1.2
CC(C)(O)C(=O)NNC(=S)Nc1ccc(F)c(Cl)c1	1	-0.1	98	5	-8	94	-5	14	1.0	0.84
CCOCCCn1c(=N)c(C(N)=S)cc2c(=O)n3cccc(C)c3nc21	0	-0.5	100	7	-2	94	-7	10	0.3	0.35
COc1cc(NC(=O)C2COc3ccccc3O2)c(OC)cc1Cl (stereo not drawn)	1	0.0	99	0	2	78	0	27	3.4	1.3
Cc1nc2sccc2c(=O)n1N	2	-0.3	98	7	-2	102	-7	5	1.8	1.1
CCC(C)(C)n1nnnc1C(C(C)C)N1CCC(C(N)=O)CC1 (stereo not drawn)	3	-0.3	97	-12	0	98	12	11	1.1	1
Cc1ccc(C(=O)NCc2ccco2)cc1Br	0	-0.2	100	-22	-7	90	22	18	-1.7	1.4
Cc1nc2ncnn2c(C)c1CCC(=O)N1CC(C)CC(C)C1 (stereo not drawn)	-5	-0.5	104	-2	-5	98	2	8	-0.9	1.2
O=C(Nc1cccc(NC(=S)NC(=O)c2cccs2)c1)c1ccccc1	5	-0.3	95	6	0	93	-6	12	2.8	1.5
Cc1nc(SCC(=O)N2CCc3ccccc32)n[nH]1	-12	-0.3	104	1	-2	89	-1	13	2.3	2.1
Cc1ccc(NC(=O)c2ccc(-n3cccn3)nc2)cc1	-5	0.3	105	2	-9	81	-2	29	2.2	1.2
COc1ccc(OCCCC(=O)Nc2cc([N+](=O)[O-])ccc2C)cc1	-11	-0.2	110	12	2	88	-12	21	4.1	1.1
COc1cccc(C(=O)NCc2ccc(N3CCN(C(=O)OC(C)(C)C)CC3)cc2)c1	9	-0.4	92	-15	-1	96	15	14	6.0	0.91
CC1CCCCC1NCC#CCOc1ccc(Cl)cc1 (stereo not drawn)	-8	-0.2	107	-3	-7	97	3	9	4.0	.
C=CCCC(=O)Nc1nc(C)c(-c2csc(Nc3ccc(Cl)cc3)n2)s1	7	-0.4	94	0	-10	159*	0	-73	2.8	0.76
CC(=O)Nc1cc2c(ccc3ccccc32)oc1=O	-24	0.1	121	-4	-3	85	4	20	1.5	1.5
Cc1oc(-c2cccs2)nc1CN1CCC(CO)(CCOc2ccccc2)CC1	6	-0.5	93	-14	-4	100	14	4	1.1	0.89
CN(c1ccccc1)S(=O)(=O)c1ccc(NC(=O)c2ccc(-c3ccccc3)cc2)cc1	4	-0.3	96	-2	-5	79	2	35	5.4	0.59
COc1ccc(-c2noc(-c3ccccc3Cl)n2)cc1OC	-47	-0.3	143*	-125	24	109	125	-7	4.5	4.9*
CCOc1cc2oc(=O)c3c(c2cc1Cl)CCC3	9	-0.2	92	-4	-2	87	3	15	-0.3	1.3
O=C(NCc1ccco1)C1CCCN(S(=O)(=O)c2cccc3cccnc23)C1 (stereo not drawn)	0	-0.2	100	-1	-1	101	1	8	1.8	1
O=C(c1nn2c(C(F)(F)F)cc(-c3cccs3)nc2c1Cl)N1CCCc2ccccc21	-4	-0.4	103	14	-4	102	-13	1	3.8	0.32
Brc1cccc(-c2nnc(SCc3nc4ccccc4[nH]3)o2)c1	1	-0.5	99	-48	2	93	48	13	1.4	1.1

Quoted at random: 5 compounds from above
SMILES	STAT1 blocker	Hsp70 activator	STAT1 activator	APP 5UTR inh	FLuc inh counter	STAT3 activator	APP 5'UTR act	STAT3 blocker	RAM inhibit	NF-kB expr up
C=CCCC(=O)Nc1nc(C)c(-c2csc(Nc3ccc(Cl)cc3)n2)s1	7	-0.4	94	0	-10	159*	0	-73	2.8	0.76
CN(c1ccccc1)S(=O)(=O)c1ccc(NC(=O)c2ccc(-c3ccccc3)cc2)cc1	4	-0.3	96	-2	-5	79	2	35	5.4	0.59
COc1ccc(-c2noc(-c3ccccc3Cl)n2)cc1OC	-47	-0.3	143*	-125	24	109	125	-7	4.5	4.9*
CC1CCCCC1NCC#CCOc1ccc(Cl)cc1 (stereo not drawn)	-8	-0.2	107	-3	-7	97	3	9	4.0	.
CCOc1cc2oc(=O)c3c(c2cc1Cl)CCC3	9	-0.2	92	-4	-2	87	3	15	-0.3	1.3

Continuation:
SMILES	STAT1 blocker	Hsp70 activator	STAT1 activator	APP 5UTR inh	FLuc inh counter	STAT3 activator	APP 5'UTR act	STAT3 blocker	RAM inhibit	NF-kB expr up
CCOC(=O)c1ccc(NC(=O)Nc2ccc(Cl)cn2)cc1	-4	-0.2	102	-10	-1	87	10	19	3.8	0.82
CCOc1cc(NC(=S)NCCOC)c(OCC)cc1NC(=O)c1ccco1	10	-0.3	90	-6	-9	110	6	-6	1.8	0.93
O=C(Cn1nc(Cc2cccnc2)c2ccccc2c1=O)N1CCN(c2ccccn2)CC1	-3	0.0	102	-5	-6	95	5	14	0.2	0.95
O=c1[nH]c2cc(Cl)ccc2n1-c1ccccc1	5	0.1	95	-5	-4	87	5	18	2.0	1.6
CC(C)CNC(=O)c1cc([N+](=O)[O-])ccc1N1CCCCC1	2	-0.1	98	4	-9	99	-4	-1	0.4	1.1
COc1ccccc1C(=O)Nc1nc(N)n(-c2ccccc2)n1	-7	0.1	106	-5	20	90	5	16	0.8	1.3
Cc1[nH]c2ccc(F)cc2c1CCN(Cc1ccncc1)C(=S)Nc1ccc(F)cc1	1	-0.2	99	-8	-7	96	8	10	1.5	0.86
Cc1cc2c(c(N3CCOCC3)n1)C(=O)OC2	0	-0.4	94	5	-4	101	-5	-1	1.1	1.2
Fc1ccc(NC(=S)N/N=C/c2cccc(Br)c2)c(F)c1	2	-0.1	99	-11	-2	81	11	28	1.2	1.1
Cc1ccc(NC(=S)N(CCN2CCCCC2)Cc2ccco2)cc1C	0	-0.5	98	-3	-6	99	3	3	-0.6	0.99
Cc1ccc(C)c(NS(=O)(=O)c2ccc(OCC(=O)NCc3cccnc3)cc2)c1	7	-0.2	94	4	-2	96	-4	7	0.8	0.8
COCC(=O)Nc1sc2c(c1C(=O)OC)C(C(=O)OC)CC2 (stereo not drawn)	4	0.2	96	-18	-6	99	18	6	1.9	1
CC(OC(=O)c1cc2sccc2n1C)C(=O)NCCc1ccccc1 (stereo not drawn)	4	0.0	97	7	-5	103	-7	3	3.1	1.3
CCOC(=O)C1(C)NC(c2ccco2)C2C(=O)N(c3ccc(C)cc3)C(=O)C21 (stereo not drawn)	-1	-0.6	101	-8	0	108	8	-9	-0.5	1.1
NC(=O)c1c(NC(=O)C2c3ccccc3Oc3ccccc32)sc2c1CCCCC2	-5	-0.4	104	-3	-4	104	3	-4	2.2	0.99
CC(=O)N1CCN(c2nc(-c3ccco3)c3c(c2C#N)CC(C)(C)SC3)CC1	-9	-0.2	108	18	-4	99	-18	6	1.2	0.49
Cn1cc(C(=O)NCc2cccnc2)c(=O)c2cc(S(=O)(=O)N3CCCCCC3)ccc21	-4	-0.2	103	8	0	105	-8	-2	3.2	0.94
O=C(Nc1c(-c2ccccc2)nc2sccn12)c1ccccc1	9	-0.2	91	11	2	97	-11	10	-2.3	1.2
Cc1cccc(NS(=O)(=O)c2ccc(C)c(C(N)=O)c2)c1	14	-0.1	86	-17	-6	90	17	16	0.6	1.4
O=C(CSc1ncn[nH]1)NCCC(c1ccccc1)c1ccccc1	0	0.3	100	-8	-3	105	8	-3	0.7	0.92
COc1ccc(S(=O)(=O)N2CCN(Cc3ccccc3)CC2)cc1	-5	0.1	104	8	-4	138*	-8	-40	1.5	1.2
CCc1ccc(N2CC(C(=O)OCC(=O)NC3CCS(=O)(=O)C3)CC2=O)cc1 (stereo not drawn)	-2	-0.2	102	-5	-2	96	5	4	-0.6	0.99
CC(=O)c1cccc(NC(=O)[C@@H](NC(N)=O)C(C)C)c1	0	-0.2	98	8	-2	97	-8	12	0.1	1.1
Cn1ccnc1Sc1nnnn1-c1ccccc1	-3	-0.2	101	-19	-6	104	19	0	1.6	1.5
NC(=S)N/N=C/c1ccc([N+](=O)[O-])cc1	-20	-0.4	121	7	4	90	-7	16	-0.3	1.1
CC(C)Cn1c(N)c(C(=O)COC(=O)c2ccc(Cl)cc2)c(=O)n(C)c1=O	16	0.0	85	13	0	75	-13	31	0.6	0.75
CCOc1c(Br)ccc2c1sc1nc[nH]c(=O)c12	-4	-0.4	104	6	-11	102	-6	-2	3.8	1.2
OC(CNCCc1ccc(C(F)(F)F)cc1)COc1cccc2ccccc12 (stereo not drawn)	-2	-0.2	101	-2	-1	109	2	-11	-1.4	0.96
COc1ccc2c(c1)sc(=N)n2CC(=O)Nc1cc(C)cc(C)c1	2	-0.2	97	18	-3	112	-18	-9	0.9	0.88
O=C(OCC(=O)N1CCN(C(=O)c2ccco2)CC1)c1sc2ccccc2c1Cl	4	-0.4	97	-2	-6	96	2	8	2.5	1.1
COC(=O)c1cc(C(=O)OC)cc(-n2c(C)cc(C=O)c2C)c1	2	0.2	98	-9	-10	106	9	-8	0.5	1.7
COc1cccc(/C=N/NC(=O)c2cc3c(OC)cccc3[nH]2)c1O	-5	-0.4	104	45*	0	95	-45	6	3.0	1.1
COC(=O)c1cccc(-n2nnnc2SCC(=O)Nc2cc(C)on2)c1	-3	-0.4	103	-4	-3	104	4	-4	-0.3	0.93
COc1ccc(OC)c(NS(=O)(=O)c2ccc(Br)s2)c1	5	0.0	94	13	-4	93	-13	10	1.2	1.4
Cc1ccc2nsnc2c1S(=O)(=O)N(Cc1ccco1)Cc1cc2ccc(C)c(C)c2[nH]c1=O	-2	0.5	101	-19	-6	120	19	-16	4.9	0.66
CCC(C)NC(=O)CSc1nc2ccccc2c(=O)n1CCCC(=O)NCC1CCCO1 (stereo not drawn)	3	0.2	97	-5	-10	106	5	-6	3.6	1
COCCn1c(=NC(=O)c2cc(-c3cccs3)nc3ccccc23)sc2cc(S(N)(=O)=O)ccc21	-5	0.0	104	2	-4	98	-2	0	5.3	0.41
COc1ccccc1N1CCN(C(C)C(=O)N2CC(C)OC(C)C2)CC1 (stereo not drawn)	1	-0.2	99	-8	-5	98	8	7	1.0	1.1
O=C(OCC(=O)N1CCCCCC1)c1ccc([N+](=O)[O-])cc1Cl	3	-0.3	97	-2	-1	88	2	15	-0.8	1.1
Fc1cccc(-c2cc3nc4c(c(N5CCOCC5)n3n2)CCCC4)c1	-8	0.1	108	-14	-4	100	14	4	-0.9	0.54
c1coc(-c2nn3c(-c4ccco4)nnc3s2)c1	-12	-0.1	111	4	0	87	-4	19	0.0	0.73
CCCC(=O)Nc1sc2c(c1C#N)CC(C)(C)NC2(C)C	-2	-0.1	102	2	0	99	-2	3	2.5	1.3
CCn1cc(C(=O)N2CCN(C3CCCCC3)CC2)c2cc(OC)c(OC)cc2c1=O	1	-0.2	98	14	-8	102	-14	4	0.6	1.1
COc1ccc(-c2csc(NC3=NCCCCC3)n2)cc1	-27	0.6	124	-57	6	113	57	-19	0.6	1.7
Cc1ccc2cc(CN(CCN3CCOCC3)Cc3nnnn3Cc3ccco3)c(=O)[nH]c2c1C	-2	-0.3	102	13	-5	102	-13	3	0.3	0.92
